# ATXN2 expr inh – Primary qHTS for Inhibitors of ATXN expression. HEK-293 ATXN2-luciferase reporter, luminescence, 24 h. Potency, µM (titrated, usually from 57 µM), inactives show at the top dose activity change, negative = inhibition, hits mostly inhibitors. hit rate 0.72% among 360,000. AID 1745845, 2022; note: potency is the fitted concentration of half-maximal effect; % is set by controls: 0 for no effect and ±100 for the full control effect; nearly all actives have a fitted effect of over 55% in size
#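 qHTS (up to 57 uM final) was run with 24 h compound exposure of reporter cells at 37 °C. Each well was multiplexed: SteadyGlo luminescence measured ATXN2-luciferase expression after a fluorogenic Gly-Phe-AFC viability readout (25 uM final).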
# HepG2 tox – qHTS for Inhibitors of TGF-b: Cytotox Counterscreen; HepG2 CAGA-GFP viability, ATP luminescence, 18 h; Potency, µM (doses to about 46.1 µM), for inactives: top-dose activity change, negative = cytotoxicity, most hits filed as cytotoxic; hit rate 0.76% among 410,000; note: potency is the fitted concentration of half-maximal effect; some results filed as inactive show a strong effect at the top dose
#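 CellTiter-Glo luminescence gave cytotoxicity after 18 hours at 37 degrees C. The cells were HepG2 CAGA-GFP in 1% FBS DMEM, stimulated with 500 pg/mL TGF-beta after compound addition. %Activity was normalised to no-cell wells (complete cell-killing) and DMSO (no toxicity), and curves were fitted and classified.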
# Nrf2 inh – Nrf2 qHTS screen for inhibitors; Potency, µM (series often up to 46 µM), inactives show at the highest dose activity change, negative = inhibition, hits mostly inhibitors; hit rate 2.1% among 360,000; A549 ARE-Fluc reporter, luciferase luminescence, 18-24 h; AID 504444, 2011; note: potency is the fitted concentration of half-maximal effect; % is set by controls: 0 for no effect and ±100 for the full control effect; nearly all actives have a fitted effect of over 60% in size
#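 Nrf2 function is reported as luminescence of an ARE-controlled luciferase in A549 cells. Compounds were tested at several concentrations, and a CellTiter-Fluor read on the same wells flagged cytotoxicity.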
# MCF10A rerep – A quantitative high throughput screen for small molecules that induce DNA re-replication in MCF 10a normal breast cells. MCF 10A DNA re-replication, Hoechst nuclear intensity, 48 h. Potency, µM (titrated, usually from 46.1 µM), inactives show top-dose activity, positive = re-replication, most hits filed as activators. hit rate 2.9% among 350,000. AID 624296, 2012; note: potency is the fitted concentration of half-maximal effect; % of control where 0% means no effect; nearly all actives have a fitted effect of over 50% in size
# Nrf2 ARE act – qHTS of Nrf2 Activators. AREc32 ARE-luciferase reporter (MCF7-derived line), luminescence, 24 h. Potency, µM (titrated, usually from 46.1 µM), for inactives: at the top dose activation, actives largely listed as activators. hit rate 0.31% among 410,000. AID 624171, 2012; note: potency is the fitted concentration of half-maximal effect; % of control where 0% means no effect; nearly all actives have a fitted effect of over 65% in size
#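 Quantitative high-throughput format: AREc32 reporter cells, 1000 per well, received compound by pin transfer and were incubated 24 hr at 37 deg C, 5% CO2, before Steady-Glo luminescence detection.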
# IL-1B inflam inh – qHTS for Inhibitors of Inflammasome Signaling: IL-1-beta AlphaLISA Primary Screen. hit rate 4.7% among 360,000. activity change, % at 57.5 µM. AID 743279, 2014. THP-1 LPS/ATP IL-1B secretion, AlphaLISA, 16 h; active compounds read low; in the data active = activity change below about -50%; inconclusive = mostly about -30% to -49%; note: % is set by controls: 0 for no effect and ±100 for the full control effect
#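 Secreted IL-1B measured by AlphaLISA bead assay after 16 h compound exposure of THP-1 cells; compounds (final up to 57.5 uM) added 1 h before LPS (250 ng/mL) and ATP (1.25 mM) stimulation; lower signal means less secretion.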
# A549 tox – Nrf2 qHTS screen for inhibitors: counterscreen for cytotoxicity | AID 504648, 2011 | hit rate 0.16% among 390,000 | Potency, µM (titrated, usually from 46 µM), for inactives: top-dose activity change, negative = cytotoxicity, usual class: inhibitors | A549 ARE-Fluc cells, CellTiter-Fluor viability, 18-24 h; note: potency is the fitted concentration of half-maximal effect; % is set by controls: 0 for no effect and ±100 for the full control effect
#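 A549 ARE_Fluc cells in 5% FBS OPTI-MEM were exposed to compounds in concentration-response for 18-24 h at 37 deg C. Viability was read by CellTiter-Fluor fluorescence (Ex 405/Em 525) after 30 min, before the luciferase read.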
# TGFb SMAD3 inh – qHTS for Inhibitors of TGF-b; HepG2 CAGA-GFP TGF-b/SMAD3 reporter, GFP fluorescence, 18 h; TGF-beta stimulated, 500 pg/mL final; Potency, µM (doses to about 46.1 µM), for inactives: top-dose activity, negative = inhibition, actives largely listed as inhibitors; hit rate 1.2% among 410,000; AID 588855, 2011; note: potency is the fitted concentration of half-maximal effect; % is set by controls: 0 for no effect and ±100 for the full control effect; nearly all actives have a fitted effect of over 65% in size
#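 Smad-responsive CAGA-GFP expression was quantified in HEPG2 cells exposed to compounds and 500 pg/mL final TGF-beta for 18 h at 37 degrees C; unstimulated wells defined full inhibition.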
# S2 tox – Viability Counterscreen for Primary qHTS for Inhibitors of ATXN expression; S2 cells (HEK-293 line with an ATXN2-luciferase reporter) viability, CellTiter-Fluor protease fluorescence, 24 h; Potency, µM (titrated, usually from 56.7 µM), most hits filed as cytotoxic; hit rate 0.49% among 400,000; note: potency is the fitted concentration of half-maximal effect; nearly all actives have a fitted effect of over 40% in size
# * hit, by the source's call; i = inactive; ? = inconclusive; / = no result given; [ ] = remark or other dose. Unless noted, calls come from the whole dose curve; as a rule, active = well fitted curve in the direction sought with a large enough effect; inconclusive = small, poorly fitted or top-dose-only effect, or another doubt; inactive = no such curve, though single readings can be large; an effect the other way counts as inactive or inconclusive.
SMILES,ATXN2 expr inh,HepG2 tox,Nrf2 inh,MCF10A rerep,Nrf2 ARE act,IL-1B inflam inh,A549 tox,TGFb SMAD3 inh,S2 tox
O=C(NCCCN1CCCC1=O)Nc1ccc(Cl)cc1,37%,-2%,26%,-8%,-0.5%,20,0%[1.84 µM],8%,i
COc1ccc(S(=O)(=O)N2CC(C(=O)O)Oc3ccc(CC(=O)O)cc32)cc1 (stereo not given),-34%,-4%,0%,1%,-0.7%,0,2%,5%,?
Cc1cc(C(=O)CN2C(=O)NC3(CCCCC3)C2=O)c(C)n1-c1ccc2c(c1)OCO2,-9%,-4%,-19%,?,2.2%,?,-18%,-1%,i
O=C(Cc1ccccc1)Nc1ccccc1Sc1ccccc1,14%,-2%,6%,-2%,-0.6%,9,3%,9%,i
O=C(c1oc(=O)c2ccccc2c1-c1ccccc1)N1CCOCC1,-5%,27%,20%,0%,-0.5%,-3,-11%,-5%,i
COc1cccc(C2/C(=C(/O)c3ccc(C)cc3)C(=O)C(=O)N2Cc2ccco2)c1 (stereo not given),/,12%,13%,15%,0.2%,63,0%,0%,i
Nc1nnnn1/N=C/c1ccccc1O,17%,9%,2%,-1%,-0.5%,-6,-4%,12%,/
CCCC(C(=O)Nc1nccs1)c1ccccc1 (stereo not given),2%,-5%,/,-15%,0.2%,53,0%,0%,i
CN(C1=NS(=O)(=O)c2ccccc21)c1ccc(OC(=O)c2ccncc2)cc1,-11%,-17%,-9%,-7%,-0.4%,23,6%,-15%,/
CCn1c(CNC(=O)c2ccc(OC)cc2)nnc1SCC(=O)Nc1ccc(F)cc1,-9%,-8%,-3%,/,0.8%,/,-2%,-27%,i
COc1ccc(NC(=O)CSc2nnc(NC(=O)c3ccco3)s2)cc1,-2%,2%,19%,?,0.3%,-17,-3%,-5%,i
COc1cccc(S(=O)(=O)Nc2ccc(C(=O)N3CCN(C(=O)c4ccco4)CC3)cc2)c1,-10%,-24%,/,-16%,-0.5%,2,-10%,-4%,i
CCOC(=O)C1=CCN(S(=O)(=O)c2ccc(C)cc2)C1c1cccc(F)c1 (stereo not given),-23%,-25%,/,/,12%,-7,/,?,?
COc1ccc(S(=O)(=O)NCC2CCC(C(=O)O)CC2)cc1 (stereo not given),/,7%,-21%,0%,-0.6%,6,-2%,-9%,i
O=C(NC1CCN(C(=O)Nc2ccccc2Cl)CC1)c1cccc(F)c1,-3%,0%,4%,5%,-1.0%,13,5%,19%,i
COc1cc(/C=C/c2nc3ccccc3c(=O)[nH]2)cc(OC)c1OC,22%,5%,17%,18µM*,-0.1%,?,-15%,6%,i
Cc1c(C(=O)NCc2ccc(C(F)(F)F)cc2)sc(=O)n1Cc1ccc(S(=O)(=O)N(C)C)cc1,?,-19%,/,/,0.3%,0,/,?,i
COc1ccc(-c2cc3nc(NCc4ccc(NC(C)=O)cc4)n(C)c(=O)c3s2)cc1OC,9%,-2%,/,/,-0.3%,4,/,-1%,i
COC(=O)c1nnn(CC(=O)Nc2c(C)cccc2C)c1N,1%,-11%,-8%[9.27 µM],/,-0.4%,/,1%,0%,i
COC(=O)CCC(=O)OC1(C)C(=O)C=C2C=C(C3CC3)N(Cc3ccco3)C=C2C1=O (stereo not given),-2%,-12%,0%,0%,0.4%,0,-7%,-1%,i
CCOC1=C2CN(S(=O)(=O)c3ccc(Cl)cc3)[C@H](c3ccccc3)C[C@@H]2N(S(=O)(=O)c2ccc(C)cc2)[C@H](c2ccccc2)C1,12%,0%,/,/,0.6%,4,/,-4%,i
O=[N+]([O-])c1c(NCCCO)cc(SCc2ccco2)c2nonc12,0%,-55%,-8%,?,?,-97*,-13%,11µM*,/
COc1ccc(C(=O)NCc2nnc(SCC(=O)N3CCCCC3)o2)cc1OC,1%,3%,5%,2%,-0.7%,9,-5%,4%,i
CC(=O)c1cccc(NC(=O)CCc2nnc3ccc(N4CCOCC4)nn23)c1,-6%,3%,13%,-2%,0.4%,17,-1%,1%,i
COc1ccc(OCc2nnc(SCC(=O)N(C)Cc3ccccc3)n2N)cc1,2%,-80%,-12%,3%,0.0%,-2,20%,1%,i

# The listing continues.
SMILES,ATXN2 expr inh,HepG2 tox,Nrf2 inh,MCF10A rerep,Nrf2 ARE act,IL-1B inflam inh,A549 tox,TGFb SMAD3 inh,S2 tox
CC1CCCN(c2sc(S(C)(=O)=O)nc2S(=O)(=O)c2ccc(Cl)cc2)C1 (stereo not given),-16%,-11%,-4%,8%,?,-71*,-6%,-7%,i
CC1(C)c2ccccc2N2CC(=O)N(CC(N)=O)C21C (stereo not given),8%,-2%,0%,-1%,0.3%,29,-6%,8%,i
CC(C)c1ccc(S(=O)(=O)N2CCN(C(=O)n3ccnc3)CC2)cc1,-7%,-1%,-9%,17%,-0.4%,?,1%,0%,i
Nc1nonc1C(=O)NCCNC(=O)c1ccc(Cl)c(Cl)c1,-2%,-6%,?,-5%,2.2%,44,0%,-4%,i
O=C(NN1CCOCC1)c1ccccc1NS(=O)(=O)c1ccc(F)cc1F,-4%,-9%,-16%,1%,0.3%,6,0%,9%,i
C=CCCC(=O)N1CCCC(C(=O)c2cccc(OC)c2)C1 (stereo not given),/,-18%,2%,0%,-0.9%,-10,2%,-1%,i
O=C(Cn1ccc2ccccc2c1=O)NCCC(=O)N1CCN(C2CCCCC2)CC1,2%,2%,3%,0%,-0.2%,0,10%,-10%,i
Cc1cnc(NC(=O)CSc2nnc(C)n2N)s1,7%,-20%,11%,-2%,0.3%,-3,6%,7%,i
CCN(c1ccccc1)S(=O)(=O)c1cc(C(=O)Nc2cccc(Cl)c2)ccc1F,-38%,-25%,?,?,0.1%,-10,?,10µM*,?
CC(NC(=S)Nc1ccc(S(N)(=O)=O)cc1)c1ccc2c(c1)OCO2 (stereo not given),-1%,-1%,-17%,2%,-0.5%[9.22 µM],0,2%,0%,i
Cc1cc(C)n(C(=O)c2nn(C)c(C)c2[N+](=O)[O-])n1,0%,13%,9%,-1%,0.0%,-1,-4%,4%,i
Oc1ccc(Cl)cc1/C=N/c1nc2ccccc2[nH]1,22%,0%,2%,1%,-0.4%,1,0%,-5%,i
O=C1CC(N2CCN(c3ccccc3)CC2)C(=O)N1c1ccc2c(c1)OCO2 (stereo not given),3%,-27%,-11%,-6%,0.0%,6,7%,?,i
O=C(NCC1CCCO1)c1cc2n(n1)C(C(F)(F)F)CC(c1ccc(F)cc1)N2 (stereo not given),-4%,-4%,?,11%,-0.4%,-4,-3%,-6%,i
Cc1cc(C)c2nc(C)cc(Nc3cccc(C(=O)O)c3)c2c1,7%,-1%,2%,/,-0.1%,/,2%,-6%,i
O=C1NC2(CCCCC2)C(=O)N1CCS(=O)(=O)Oc1ccccc1,-12%,2%,/,1%,-0.6%,6,14%,10%,i
Nc1[nH]c(C(=O)c2ccccc2)c(-c2ccccc2Cl)c1C(=O)c1ccccc1,-3%,/,/,/,3.3%,11,/,/,?
CCC1C(=O)CC(c2ccc([N+](=O)[O-])cc2)NC1c1ccc([N+](=O)[O-])cc1 (stereo not given),-31%,-4%,3%,-1%,4.9%,-100*,2%,?,i
Clc1ccc(CSc2nnnn2-c2ccc3c(c2)OCO3)c(Cl)c1,7%,-21%,/,?,-0.5%,-7,0%,-4%,i
CNc1ncnc2c1ncn2[C@H]1CN(Cc2ccccc2)C[C@@H](CO)O1,14%,-4%,/,/,-0.8%,41,/,5%,i
Cc1cccc(C(=O)Oc2ccc(/C=N/NC(=O)Cc3ccc([N+](=O)[O-])cc3)cc2)c1,-17%,4%,1%,1%,-0.2%,8,?,51%[activator],i
Cc1ccc(C(=O)N2CCN(c3ccc(NC(=S)NC(=O)Cc4ccccc4)cc3)CC2)cc1,-16%,-6%,/,?,-1.0%,-15,-7%,0%,i

# Nine successive records from above:
SMILES,ATXN2 expr inh,HepG2 tox,Nrf2 inh,MCF10A rerep,Nrf2 ARE act,IL-1B inflam inh,A549 tox,TGFb SMAD3 inh,S2 tox
O=C(NCC1CCCO1)c1cc2n(n1)C(C(F)(F)F)CC(c1ccc(F)cc1)N2 (stereo not given),-4%,-4%,?,11%,-0.4%,-4,-3%,-6%,i
Cc1cc(C)c2nc(C)cc(Nc3cccc(C(=O)O)c3)c2c1,7%,-1%,2%,/,-0.1%,/,2%,-6%,i
O=C1NC2(CCCCC2)C(=O)N1CCS(=O)(=O)Oc1ccccc1,-12%,2%,/,1%,-0.6%,6,14%,10%,i
Nc1[nH]c(C(=O)c2ccccc2)c(-c2ccccc2Cl)c1C(=O)c1ccccc1,-3%,/,/,/,3.3%,11,/,/,?
CCC1C(=O)CC(c2ccc([N+](=O)[O-])cc2)NC1c1ccc([N+](=O)[O-])cc1 (stereo not given),-31%,-4%,3%,-1%,4.9%,-100*,2%,?,i
Clc1ccc(CSc2nnnn2-c2ccc3c(c2)OCO3)c(Cl)c1,7%,-21%,/,?,-0.5%,-7,0%,-4%,i
CNc1ncnc2c1ncn2[C@H]1CN(Cc2ccccc2)C[C@@H](CO)O1,14%,-4%,/,/,-0.8%,41,/,5%,i
Cc1cccc(C(=O)Oc2ccc(/C=N/NC(=O)Cc3ccc([N+](=O)[O-])cc3)cc2)c1,-17%,4%,1%,1%,-0.2%,8,?,51%[activator],i
Cc1ccc(C(=O)N2CCN(c3ccc(NC(=S)NC(=O)Cc4ccccc4)cc3)CC2)cc1,-16%,-6%,/,?,-1.0%,-15,-7%,0%,i

# Source: PubChem (National Center for Advancing Translational Sciences (NCATS))

# Compounds as they come, and some 8.8% of all compounds hit somewhere here.
